Source: PubChem (National Center for Advancing Translational Sciences (NCATS))
Tb PYK inh: T. brucei pyruvate kinase inhibition; Q57TT1; TbPYK enzyme, Kinase-Glo Plus ATP luminescence, 45 min; Potency, µM (doses to about 76.8 µM), for inactives: top-dose activity, negative = inhibition, usual class: inhibitors; actives 0.12% (n = 410,000); note: potency is the fitted concentration of half-maximal effect; % is set by controls: 0 for no effect and ±100 for the full control effect; nearly all actives have a fitted effect of over 50% in size
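In this concentration-response screen, enzyme-free wells defined baseline while DMSO plates tracked drift. Each reaction combined TbPYK, substrate, compound and 130 uM ADP for 45 min at room temperature. Kinase-Glo Plus luminescence gave the signal.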
CHX counter: counter-screen for Shiga toxin inhibitors: cycloheximide protein synthesis inhibition; max response, %; AID 2314; actives 12% (n = 300,000); cell reporter, cycloheximide protein synthesis inhibition counterscreen; in the data active = max response mostly above about 13%, no sharp cut-off; inactive = mostly below about 14%; note: read at 38.3 µM for the half of the compounds with a filed dose; 0% is about no effect
Shiga toxin inh: Shiga toxin inhibition. Vero cells, Shiga toxin protein synthesis inhibition reporter. inhibition, % at 38.7 µM. actives 9.2% (n = 290,000). AID 2315; in the data active = inhibition mostly above about 28%, no sharp cut-off; inactive = mostly below about 43%; note: 0% is about no effect
LmPK inh: LmPK (Leishmania mexicana) enzyme inhibition | Q27686 | purified LmPK, Kinase-Glo ATP luminescence, 1 h | Potency, µM (titrated, usually from 57.5 µM), for inactives: at the highest dose activity change, negative = inhibition, hits mostly inhibitors | actives 0.37% (n = 290,000) | AID 1721; note: potency is the fitted concentration of half-maximal effect; % is set by controls: 0 for no effect and ±100 for the full control effect
Target sequence (Q27686 whole entry, looked up): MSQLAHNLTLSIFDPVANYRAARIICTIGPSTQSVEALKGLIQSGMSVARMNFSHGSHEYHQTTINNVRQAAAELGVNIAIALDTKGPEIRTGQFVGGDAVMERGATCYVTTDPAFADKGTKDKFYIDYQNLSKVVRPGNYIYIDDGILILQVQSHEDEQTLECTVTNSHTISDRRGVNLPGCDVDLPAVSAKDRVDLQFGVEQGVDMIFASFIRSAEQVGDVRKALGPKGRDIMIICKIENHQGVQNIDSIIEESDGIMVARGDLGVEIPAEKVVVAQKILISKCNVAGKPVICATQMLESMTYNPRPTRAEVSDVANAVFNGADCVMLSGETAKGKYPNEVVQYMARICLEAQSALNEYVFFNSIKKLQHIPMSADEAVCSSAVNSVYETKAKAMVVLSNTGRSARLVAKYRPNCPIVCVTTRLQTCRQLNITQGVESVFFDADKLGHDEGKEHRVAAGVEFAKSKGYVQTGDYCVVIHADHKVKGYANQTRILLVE
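qHTS format; LmPK 0.1 nM; substrates PEP 0.5 mM and ADP 0.1 mM. One-hour room-temperature incubation, then coupled luciferase luminescence; 0.5 nM enzyme wells mark activation.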
AMA1-RON2 inh: disrupts binding of P. falciparum AMA1 to RON2; Potency, µM (top dose mostly 58.2 µM), inactives show at the highest dose activity change, negative = inhibition, actives largely listed as inhibitors; AlphaScreen AMA1-biotinylated RON2 peptide binding; actives 0.2% (n = 360,000); AID 720542;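 note: potency is the fitted concentration of half-maximal effect; 0% = vehicle wells and -100% = peptide control; nearly all actives have a fitted effect of over 45% in size; some results filed as inactive show a strong effect at the top dose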
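AMA1 (3D7) with his tag at 25 nM final met compounds first, then biotinylated RON2 peptide at 25 nM; detection used donor plus acceptor beads, 10 µg/mL apiece, read by AlphaScreen after 30 min at room temperature.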
Pf growth 48h: P. falciparum growth inhibition at 48 hours (one generation); Potency, µM (series often up to 28.7 µM), for the others: top-dose activity change, negative = inhibition, usual class: inhibitors; AID 504832; P. falciparum luciferase growth in erythrocytes, 48 h; actives 5.9% (n = 310,000); note: potency is the fitted concentration of half-maximal effect; % is set by controls: 0 for no effect and ±100 for the full control effect
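Cell-based growth assay: transgenic P. falciparum expressing firefly luciferase, cultured in red cells within RPMI 1640 containing 0.5% w/v Albumax, 24 mM bicarbonate and gentamycin. A drop in luciferase activity indicates inhibition.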
Pf growth 96h: P. falciparum growth inhibition at 96 hour, primary screen for plastid delayed-death inhibitors. P. falciparum luciferase reporter growth, 96 h. Potency, µM (highest dose often 28.7 µM), without a hit: at the highest dose activity change, negative = inhibition, most hits filed as inhibitors. actives 6.9% (n = 320,000). AID 504834; note: potency is the fitted concentration of half-maximal effect; % is set by controls: 0 for no effect and ±100 for the full control effect
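Luminescence readout: decreased luciferase signal marks inhibited growth of reporter-expressing P. falciparum in infected red cells (2% hematocrit, 0.05% parasitemia final), exposed to compound two generations (96 h, 37 C, 5% CO2).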
Active calls of the source: *; [ ] = remark or other dose. Unless noted, calls come from the whole dose curve; as a rule, active = well fitted curve in the direction sought with a large enough effect; inconclusive = small, poorly fitted or top-dose-only effect, or another doubt; inactive = no such curve, though single readings can be large; an effect the other way counts as inactive or inconclusive.

`O=C(NCCc1ccccc1)NC(Cc1ccccc1)C(=O)O` (centres undefined) gave Tb PYK inh 2.4%, CHX counter 10.3, Shiga toxin inh -0.8, LmPK inh 1.9%, AMA1-RON2 inh 0.7%, Pf growth 48h 18.5% and Pf growth 96h 0.0%.
Screening CC(C)(C)NC[C@H](O)COc1cccc2c1CCC(=O)N2 returned Tb PYK inh 1.3%[33.2 µM], Pf growth 48h 1.8%[12.8 µM] and Pf growth 96h -4.9%[12.8 µM].
`O=C(/C=C/c1ccc([N+](=O)[O-])cc1)NC1CC2CCC1C2` (centres undefined) gave Tb PYK inh -26.7%, CHX counter 43.2*, Shiga toxin inh 48.8*, LmPK inh 1.6%, AMA1-RON2 inh 0.3%, Pf growth 48h -5.3% and Pf growth 96h -10.6%.
Screening Cc1ccc(N2C(=O)C(O)(C(F)(F)F)C3=C2CC(C)(C)CC3=O)cc1 (centres undefined) returned Tb PYK inh 5.6%, CHX counter -4.8, Shiga toxin inh -10.6, LmPK inh 4.7%, AMA1-RON2 inh -6.2%, Pf growth 48h 28.2% and Pf growth 96h 17.7%.
`CC(=O)Nc1ccc(C(=O)Nc2ccncc2)cc1` gave Tb PYK inh 3.2%, CHX counter 0.3, Shiga toxin inh -7.0, LmPK inh -2.1%, AMA1-RON2 inh 1.2%, Pf growth 48h 3.2% and Pf growth 96h 0.0%.
For Cn1nc(-c2ccccc2)cc1NC(=O)c1ccccc1 the results were Tb PYK inh -1.7%, CHX counter 11.6*, Shiga toxin inh 18.9, LmPK inh 2.5%, AMA1-RON2 inh 1.5%, Pf growth 48h 43.1%[activator] and Pf growth 96h 36.6%[activator].
CCC(Sc1nc2cc3c(cc2c(=O)n1Cc1ccco1)OCO3)C(=O)Nc1cccc(OC)c1 (centres undefined) was read as Tb PYK inh -1.9%, CHX counter -3.9, Shiga toxin inh -13.1, LmPK inh 2.9%, AMA1-RON2 inh 5.2%, Pf growth 48h inconclusive and Pf growth 96h inconclusive.
O=C(Nc1ccc(F)c(Cl)c1)N1CCCCCC1 was read as Tb PYK inh 3.2%, CHX counter 25.6*, Shiga toxin inh 52.2*, LmPK inh -1.1%, AMA1-RON2 inh -3.1%, Pf growth 48h 50.6%[activator] and Pf growth 96h -44.0%.
Screening Cn1c(=O)n(C)c2cc([N+](=O)[O-])c(N3CCN(C(=O)c4cccc(Cl)c4)CC3)cc21 returned Tb PYK inh -4.7%, CHX counter -3.0, Shiga toxin inh -9.7, LmPK inh 4.3%, AMA1-RON2 inh -1.9%, Pf growth 48h inconclusive and Pf growth 96h inconclusive.
Screening O=S(=O)(/N=C(\Sc1ccc(Cl)cc1)c1ccccc1)c1ccccc1 returned Tb PYK inh -0.9%, CHX counter -6.4, Shiga toxin inh -14.1, LmPK inh -1.7%, AMA1-RON2 inh 15.0%, Pf growth 48h 4.7% and Pf growth 96h 3.1%.
Screening O=S(=O)(NCC1CCCN(Cc2ccccc2O)C1)c1cccc2cccnc12 (centres undefined) returned Tb PYK inh -4.1%, CHX counter 10.1, Shiga toxin inh -4.6, LmPK inh -6.7%, AMA1-RON2 inh 43.1%[activator], Pf growth 48h inconclusive and Pf growth 96h -6.4%.
CC(=O)Nc1ccc(NC(=O)c2ccc(COc3ccccc3)cc2)cc1 was read as Tb PYK inh -2.6%, CHX counter -1.1, Shiga toxin inh 21.2, LmPK inh 5.4%, AMA1-RON2 inh 9.1%, Pf growth 48h 7.0% and Pf growth 96h 5.5%.
For O=C(Nc1ccn(Cc2ccc(F)cc2)n1)c1ccncc1 the results were Tb PYK inh -6.2%, CHX counter -1.5, Shiga toxin inh -1.8, LmPK inh 0.6%, AMA1-RON2 inh -0.6% and Pf growth 96h 9.28µM*.
Screening COc1cccc(Nc2c(F)c(F)c(F)c(F)c2C(=O)O)c1 returned Tb PYK inh -3.9%, CHX counter -1.4, Shiga toxin inh -6.1, LmPK inh 0.6%, AMA1-RON2 inh -5.4%, Pf growth 48h -7.0% and Pf growth 96h 13.1µM*.
For CCOc1ccc(/C(C)=N\NC(=O)Cc2ccccc2)cc1 the results were Tb PYK inh 3.4%, CHX counter 9.0, Shiga toxin inh 14.5, LmPK inh 3.0%, AMA1-RON2 inh 11.9%, Pf growth 48h 35.3%[activator] and Pf growth 96h inconclusive.
CCn1nc(C)c(NS(=O)(=O)c2ccc(C)cc2)c1C was read as Tb PYK inh 0.5%, CHX counter 5.9, Shiga toxin inh -2.4, LmPK inh 2.7%, AMA1-RON2 inh -3.7%, Pf growth 48h 24.4% and Pf growth 96h -10.3%.
`COc1ccccc1NC(=O)c1coc(=O)c(Br)c1` gave Tb PYK inh -18.5%, CHX counter 77.0*, Shiga toxin inh 104.0*, LmPK inh 0.1%, AMA1-RON2 inh -15.1%, Pf growth 48h 15.0% and Pf growth 96h 24.4%.
For CCOC(=O)c1cnc(SC)nc1Sc1cc(Cl)ccc1Cl the results were Tb PYK inh 0.4%, CHX counter 8.1, Shiga toxin inh -23.4, LmPK inh 6.6%, AMA1-RON2 inh 17.4%, Pf growth 48h inconclusive and Pf growth 96h 10.4µM*.
O=C(NC1CCCCC1)C(c1ccc2ncccc2c1)N(Cc1ccc2c(c1)OCO2)C(=O)c1ccc2c(c1)OCCO2 (centres undefined) was read as Tb PYK inh 0.9%, CHX counter -0.6, Shiga toxin inh -13.1, LmPK inh -2.2%, AMA1-RON2 inh -5.3%, Pf growth 48h 7.38µM* and Pf growth 96h inconclusive.
`CCN(CC)c1ccc(/C=N/NC(=O)c2cnccn2)cc1` gave Tb PYK inh 2.3%, CHX counter 42.1*, Shiga toxin inh 108.3*, LmPK inh 0.9%[11.5 µM], AMA1-RON2 inh 23.9%, Pf growth 48h 310.4%[activator] and Pf growth 96h inconclusive.
CNC(=O)Cn1ncc2c3ccccc3n(C)c2c1=O was read as Tb PYK inh 0.9%, CHX counter 0.9, Shiga toxin inh 3.4, LmPK inh 0.0%, AMA1-RON2 inh -0.6%, Pf growth 48h 0.6% and Pf growth 96h -8.6%.
`CSc1ccccc1C(=O)NCC1CCCO1` (centres undefined) gave Tb PYK inh -0.9%, CHX counter -1.6, Shiga toxin inh -3.5, LmPK inh 0.3%, AMA1-RON2 inh 6.6% and Pf growth 96h -12.1%.
`COC(=O)c1cc(OC)c(OC)cc1NC(=O)c1cccnc1` gave CHX counter -1.9, Shiga toxin inh 16.0, LmPK inh -0.6% and Pf growth 48h 0.0%.
Screening CC1CCc2ccccc2N1C(=O)c1cccs1 (centres undefined) returned Tb PYK inh -3.3%, CHX counter -4.1, Shiga toxin inh 3.2, LmPK inh -0.1%, AMA1-RON2 inh 10.6%, Pf growth 48h -22.8% and Pf growth 96h -5.6%.
Screening Cc1ccc(C)c(OCC(=O)Nc2cc(C)on2)c1 returned Tb PYK inh 2.3%, CHX counter 22.2*, Shiga toxin inh 45.7, LmPK inh -7.3%, AMA1-RON2 inh -15.3%, Pf growth 48h 58.1%[activator] and Pf growth 96h inconclusive.
Screening CCc1ccc(OCc2nnc(SCC(=O)NCC3CCCO3)n2C)cc1 (centres undefined) returned Tb PYK inh -2.1%, CHX counter -1.2, Shiga toxin inh -3.5, LmPK inh -0.7%, AMA1-RON2 inh -1.7%, Pf growth 48h 2.6% and Pf growth 96h -2.0%.
`COc1ccccc1CNC(=O)CSc1nnc2c(Cl)cc(C(F)(F)F)cn12` gave Tb PYK inh 3.5%, CHX counter 20.5, Shiga toxin inh 6.7, LmPK inh 2.9%, AMA1-RON2 inh 18.5%, Pf growth 48h -13.2% and Pf growth 96h inconclusive.
Cc1nn(CCC#N)c(C)c1Oc1ccccc1O was read as Tb PYK inh -5.1%, CHX counter -1.9, Shiga toxin inh -5.2, LmPK inh 5.3%, AMA1-RON2 inh -5.6%, Pf growth 48h 68.8%[activator] and Pf growth 96h -9.2%.
O=C(c1ccccc1)N1CCN(C2c3cccc4cccc(c34)C2NS(=O)(=O)c2ccccc2)CC1 (centres undefined) was read as Tb PYK inh 5.8%, CHX counter -2.6, Shiga toxin inh -31.0, LmPK inh 4.6%, AMA1-RON2 inh -11.4%, Pf growth 48h 6.57µM* and Pf growth 96h 4.15µM*.
CCN(CC(=O)Nc1ccc(NC(C)=O)cc1)CC(=O)Nc1cccc(Cl)c1 was read as Tb PYK inh 7.7%, CHX counter -1.5, Shiga toxin inh 16.8, LmPK inh -2.2%, AMA1-RON2 inh 0.0%, Pf growth 48h 9.2% and Pf growth 96h -0.5%.
For CN(C(=O)C1CCCCC1)C1(C)CCS(=O)(=O)C1 (centres undefined) the results were Tb PYK inh -3.3%, AMA1-RON2 inh 11.1%, Pf growth 48h 2.0% and Pf growth 96h -0.9%.
`CC(C)c1onc(C(=O)Nc2cccnc2Cl)c1[N+](=O)[O-]` gave Tb PYK inh 8.7%, CHX counter 7.0, Shiga toxin inh 27.4, LmPK inh -2.5%, AMA1-RON2 inh 16.3%, Pf growth 48h 6.9% and Pf growth 96h -1.8%.
`CC(Sc1ncn[nH]1)C(=O)NCc1ccccc1` (centres undefined) gave Tb PYK inh -1.1%, CHX counter -1.8, Shiga toxin inh 14.9, LmPK inh 1.6%, AMA1-RON2 inh 0.1%, Pf growth 48h 123.1%[activator] and Pf growth 96h -0.5%.
COC(=O)C(Cc1cccc(C)n1)(c1ccccc1)c1ccccc1 was read as Tb PYK inh -2.0%, CHX counter -6.0, Shiga toxin inh 13.1, LmPK inh 6.1%, AMA1-RON2 inh -5.9%, Pf growth 48h 9.28µM* and Pf growth 96h inconclusive.

Entries shown so far that have an aryl methoxy group, in the order listed:
CCC(Sc1nc2cc3c(cc2c(=O)n1Cc1ccco1)OCO3)C(=O)Nc1cccc(OC)c1 (centres undefined) was read as Tb PYK inh -1.9%, CHX counter -3.9, Shiga toxin inh -13.1, LmPK inh 2.9%, AMA1-RON2 inh 5.2%, Pf growth 48h inconclusive and Pf growth 96h inconclusive.
Screening COc1cccc(Nc2c(F)c(F)c(F)c(F)c2C(=O)O)c1 returned Tb PYK inh -3.9%, CHX counter -1.4, Shiga toxin inh -6.1, LmPK inh 0.6%, AMA1-RON2 inh -5.4%, Pf growth 48h -7.0% and Pf growth 96h 13.1µM*.
`COc1ccccc1NC(=O)c1coc(=O)c(Br)c1` gave Tb PYK inh -18.5%, CHX counter 77.0*, Shiga toxin inh 104.0*, LmPK inh 0.1%, AMA1-RON2 inh -15.1%, Pf growth 48h 15.0% and Pf growth 96h 24.4%.
`COC(=O)c1cc(OC)c(OC)cc1NC(=O)c1cccnc1` gave CHX counter -1.9, Shiga toxin inh 16.0, LmPK inh -0.6% and Pf growth 48h 0.0%.
`COc1ccccc1CNC(=O)CSc1nnc2c(Cl)cc(C(F)(F)F)cn12` gave Tb PYK inh 3.5%, CHX counter 20.5, Shiga toxin inh 6.7, LmPK inh 2.9%, AMA1-RON2 inh 18.5%, Pf growth 48h -13.2% and Pf growth 96h inconclusive.
